From PubChem BioAssay
West Nile antiviral – inhibition of WNV-induced cytopathic effect – cell-based, CPE readout (AID 1621); one-dose CPE inhibition, % at 10 µM; IC50 in µM for titrated hits; West Nile virus-infected cells, CPE inhibition; higher % means a stronger effect; 0.02% of 290,000 active; in the data active means a potency from the dose series; inconclusive means CPE inhibition mostly from about 3.7% at the one dose, without a potency; inactive means the rest, 99 in 100 with CPE inhibition below about 2.2%; further: strong numbers were not always called active
KOR beta-arrestin-1 – kappa opioid receptor activators – cell-based, luminescence, uHTS, primary screen (AID 1777); activation, % at 10 µM; hits with a dose series show EC50 in µM; KOR beta-arrestin recruitment, luminescence; higher % means a stronger effect; 0.02% of 280,000 active; in the data active means activation above about 50%, passing the limit was not always enough; further: a part of the inactive calls stands beside numbers as strong as those of hits
GPR55 activation – selective activators of receptor GPR55 – imaging, U2OS cells, beta-arrestin-GFP redistribution, primary screen (AID 1961). U2OS GPR55 beta-arrestin-GFP redistribution imaging; higher % means a stronger effect. activation, % at 10 µM; hits with a dose series show EC50 in µM. 0.048% of 290,000 active;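 active means activation above 40% with more than 50 cells counted in the well; inconclusive means wells holding fewer than 50 cells, flagged as toxic or sparse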;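 further: U2OS osteosarcoma cells stably expressing GPR55 and beta-arrestin-GFP; plate controls were DMSO negative control for no effect and LPI positive control for full effect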
HIV peptide binding – inhibitors of HIV fusion peptide binding, primary screen, biochemical, uHTS, fluorescence dequenching (AID 1986); cell-free peptide binding, fluorescence dequenching, 30 min; higher % means a stronger effect; 0.3% of 290,000 active; inhibition, % at 20 µM; hits with a dose series show IC50 in µM; in the data active means inhibition mostly above about 52%, no sharp cut-off; inactive means mostly below about 76%; further: some results filed as inactive read as strong as hits
NS5 inhibitors – flavivirus cap methylation enzyme inhibition – biochemical, confirmation dose response, primary screen (AID 588689) | Dengue-2 NS5 methyltransferase capping enzyme assay, biochemical; higher % means a stronger effect | 0.3% of 340,000 active | inhibition, % at 25 µM; hits with a dose series show IC50 in µM; in the data active means a potency from the dose series; inconclusive means inhibition above about 29% without an active follow-up result
GPR35 antagonists – GPR35 antagonists blocking zaprinast-driven arrestin recruitment, primary screen, imaging, U2OS, beta-arrestin-GFP, zaprinast agonist (AID 2058); U2OS GPR35 beta-arrestin-GFP translocation imaging, zaprinast antagonism; higher % means a stronger effect; inhibition, % at 10 µM, or IC50 in µM where a hit was titrated; 0.052% of 290,000 active;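 active means inhibition of at least 50% with at least 30 cells and total cytoplasm GFP at most 10,000,000; inconclusive means under 30 cells or total GFP of 10,000,000 plus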
GPR55 antagonists – GPR55 antagonists blocking LPI-driven arrestin recruitment, primary screen, imaging, U2OS, beta-arrestin-GFP, LPI agonist (AID 2013) | 0.13% of 290,000 active | inhibition, % at 10 µM, or IC50 in µM where a hit was titrated | U2OS GPR55 beta-arrestin-GFP translocation imaging, LPI antagonism; higher % means a stronger effect;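 active means spots per cell inhibited over 60%, with over 100 cells counted and total cytoplasm intensity under 500,000; inconclusive means wells with under 100 cells, flagged as likely toxic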;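 further: U2OS cells stably carrying GPR55 and arrestin-GFP stimulated by 5 µM LPI near EC80; imaged beta-arrestin-GFP aggregate spots per cell after agonist stimulation; plate controls were LPI-stimulated DMSO wells for no effect and DMSO wells without LPI for full effect; some results filed as inactive read as strong as hits; confirmed hits need IC50 under 10 µM and bright autofluorescent wells are also inconclusive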
KOR beta-arrestin-2 – kappa opioid receptor blockers – cell-based, luminescence, uHTS (AID 1778) | KOR beta-arrestin recruitment, luminescence, antagonist mode; higher % means a stronger effect | inhibition, % at 10 µM, or IC50 in µM where a hit was titrated | 0.091% of 290,000 active; in the data active means inhibition above about 50%; further: strong numbers were not always called active
NOD1 inhibition – inhibition of NOD1-driven NF-kB reporter – cell-based, luminescence, uHTS, primary screen (AID 1578); 1% of 290,000 active; NOD1-driven NF-kB luciferase reporter cells, luminescence; higher % means a stronger effect; one-dose inhibition, % at 4 µM; EC50 in µM for titrated hits; in the data active means inhibition mostly above about 36%, no sharp cut-off; inactive means mostly below about 34%;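 further: HEK-293T reporter cells stimulated with the NOD1 agonist gamma-tri-DAP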
NS5 inhibitors pilot replicate – second read-out of NS5 inhibitors, no call of its own (marks repeat the call); inhibition, %; measured here: pilot screen replicate inhibition
Numbers without * were called inactive; ? = inconclusive; . = not tested or not shown; [ ] = remark or other dose. These rows are one share of the data; the hit share may differ from the screen's.

Start of the data: the first 4 entries, ahead of the listing:
SMILES	West Nile antiviral	KOR beta-arrestin-1	GPR55 activation	HIV peptide binding	NS5 inhibitors	GPR35 antagonists	GPR55 antagonists	KOR beta-arrestin-2	NOD1 inhibition	others
CCC(=O)N1C(C(=O)NCc2ccc(OC)cc2)CSC1c1ccc(OC)cc1 (stereo unspecified)	-0.7%	-3.2%	-0.2%	1.6%	-1%	12%	-8%	-5%	1%
Cc1ccc(S(=O)(=O)NN2C(=O)c3ccccc3NC2c2ccco2)cc1 (stereo unspecified)	-0.5%	-2.9%	-0.2%	-1.6%	.	-11%	10%	2%	-29%
Cc1ccc(-c2nc(NC(=O)c3cc(C(C)(C)C)nn3C)sc2C)cc1Cl	-0.6%	3.1%	0.0%	0.2%	2%	18%	-2%	-50%	0%
CC1=C(C)CC(C(=O)NCCc2ccc(F)cc2)C(C(=O)O)C1 (stereo unspecified)	-0.3%	-1.6%	0.2%	2.7%	5%	1%	6%	-51%[20 µM]	3%

This part in full, repeating the preview:
SMILES	West Nile antiviral	KOR beta-arrestin-1	GPR55 activation	HIV peptide binding	NS5 inhibitors	GPR35 antagonists	GPR55 antagonists	KOR beta-arrestin-2	NOD1 inhibition	others
CCC(=O)N1C(C(=O)NCc2ccc(OC)cc2)CSC1c1ccc(OC)cc1 (stereo unspecified)	-0.7%	-3.2%	-0.2%	1.6%	-1%	12%	-8%	-5%	1%
Cc1ccc(S(=O)(=O)NN2C(=O)c3ccccc3NC2c2ccco2)cc1 (stereo unspecified)	-0.5%	-2.9%	-0.2%	-1.6%	.	-11%	10%	2%	-29%
Cc1ccc(-c2nc(NC(=O)c3cc(C(C)(C)C)nn3C)sc2C)cc1Cl	-0.6%	3.1%	0.0%	0.2%	2%	18%	-2%	-50%	0%
CC1=C(C)CC(C(=O)NCCc2ccc(F)cc2)C(C(=O)O)C1 (stereo unspecified)	-0.3%	-1.6%	0.2%	2.7%	5%	1%	6%	-51%[20 µM]	3%
COc1ccc(OC)c2c1C(=O)c1ccccc1C2=O	-0.2%	0.2%	0.0%	0.2%	.	16%	0%	-4%	-7%
CN1CCN(C(=O)c2ccccc2NC(=O)c2sc3ccccc3c2Cl)CC1	-1.3%	-1.3%	-0.2%	-1.0%	.	3%	-8%	1%	-15%
COCCn1c(CNc2ccc(F)cc2)nnc1SCC(=O)Nc1ccc(OC)cc1OC	-0.6%	7.9%	-0.2%	-2.4%	0%	14%	-5%	1%	-18%
CC(COc1ccccc1)N1CCC(CO)(Cc2ccccc2)CC1 (stereo unspecified)	0.3%	-3.3%	0.2%	2.5%	-5%	-6%	2%	2%	-26%
CC(C)CNC(=O)C(=O)NCC(c1ccc2c(c1)OCO2)N1CCOCC1 (stereo unspecified)	0.5%	-6.3%	-0.1%	-1.0%	-9%	-8%	0%	-3%	-30%
CC1CCN(S(=O)(=O)c2ccc3c(c2)N(CC(=O)NCCCN(Cc2ccccc2)C(C)C)C(=O)CO3)CC1	0.1%	6.1%	-0.2%	-1.4%	0%	2%	-9%	-20%	11%
CCOc1ccccc1CN1CCNC(=O)C1CC(=O)N(C)C1CCOCC1 (stereo unspecified)	-0.3%	-1.1%	-0.1%	3.0%	0%	-9%	4%	32%	-10%
CCCCn1nc2cc(C(=O)NCc3ccco3)ccc2c1OCC	0.3%	-1.5%	0.0%	5.5%	3%	-11%	8%	28%	-2%
Nc1ccc(C#Cc2ccc3c(=O)c4ccccc4oc3c2)cc1	-1.8%	3.7%	0.4%	3.1%	-15%	-2%	7%	-56%[20 µM]	-74%
Cc1ccc(-c2nn(CC(=O)Nc3ccc4c(c3)nc3n4CCOC3)c(=O)c3ccccc23)cc1	0.0%	-1.6%	-0.2%	-0.3%	-5%	0%	0%	34%	1%
Cc1ccc(C(=O)OCC(=O)N2CC(=O)Nc3ccccc32)s1	0.1%	4.7%	-0.2%	0.8%	-1%	18%	-8%	-17%	-32%
COc1ccc(-c2nnc(SCc3c(C)noc3C)n2N)cc1OC	-0.8%	3.4%	0.0%	-3.6%	-2%	-6%	.	-3%	8%
CCc1cc(=O)oc2c3c(cc(OCC(=O)NCc4ccccn4)c12)OC(C)(C)CC3	0.5%	.	-0.2%	-0.2%	-1%	-3%	95%	-4%[20 µM]	-49%
CCOc1ccc(C(=O)Nc2ccccc2NC(C)=O)cc1OCC	-0.2%	1.6%	1.4%	-0.1%	-1%	4%	2%	5%	-26%
CS(=O)(=O)Nc1ccccc1C(=O)NCc1ccccc1Cl	1.1%	-2.6%	-0.2%	1.0%	-9%	9%	-2%	18%	-28%
CCC(C(=O)NC1CCCC1)N(Cc1ccco1)C(=O)CNS(=O)(=O)c1ccccc1 (stereo unspecified)	-0.4%	4.8%	-0.4%	0.3%	7%	19%	3%	-9%	-5%
CCOc1ccc(NC(=O)CCNS(=O)(=O)c2cccc3nonc23)cc1	-0.4%	-1.2%	0.2%	-2.0%	2%	1%	3%	10%	-15%
CSc1ccccc1NC(=O)c1cnc2n(c1=O)CCS2	-0.1%	-3.6%	-0.2%	-0.2%	-6%	4%	4%	-6%	-35%
COc1ccc(C2(C)NC(=O)N(CC(=O)Nc3ccc(Br)c(C)c3)C2=O)cc1OC (stereo unspecified)	0.1%	-3.2%	0.0%	-1.7%	-14%	10%	3%	-12%	17%
CCOc1nc(NCCc2ccc(OC)c(OC)c2)nc(N2CCN(c3ccc(OC)cc3)CC2)n1	?	-1.9%	0.2%	-1.9%	2%	-3%	1%	-13%	-72%	NS5 inhibitors pilot replicate=4.0
CC1=C(C(=O)OC(C)C)C(c2ccc(O)cc2)NC(=O)N1 (stereo unspecified)	0.1%	-1.8%	-0.2%	-1.5%	0%	-1%	7%	-5%[20 µM]	-35%
COc1ccc(/C=N/NC(=O)CCc2c(C)n[nH]c2C)cc1OC	-0.1%	-0.2%	0.0%	-3.8%	-2%	5%	-12%	-16%	8%
N#Cc1cc2cc3c(cc2nc1N1CCCCC1)OCCO3	-0.1%	43%	0.3%	1.5%	5%	-6%	6%	-17%	-122%
COc1ccc(CC/C(=N\O)C2(O)CCCCC2)cc1	-0.8%	-6.6%	0.3%	3.6%	-3%	-4%	-4%	-3%	-18%	NS5 inhibitors pilot replicate=2.1
Cc1cccc(CSc2nnc(CCNC(=O)OC(C)(C)C)o2)c1	-0.4%	3.0%	0.3%	-0.3%	.	6%	-8%	9%	-2%
CC(=O)Nc1ccc(S(=O)(=O)Nc2cccc(-c3ccc4nncn4n3)c2)cc1	0.6%	0.8%	-0.5%	0.5%	0%	-3%	10%	-7%	-44%
CCN=C1S/C(=C\c2ccc(OC)c(OCC)c2)C(=O)N1CC	0.0%	1.2%	0.1%	-1.5%	.	2%	10%	3%	-3%
CC(C)(C)CN1CCN(Cc2cccnc2)CC1CCO (stereo unspecified)	-0.9%	.	0.0%	-1.8%	5%	7%	-5%	-19%[20 µM]	-18%
COc1cc(CN2CCC(C(=O)N3CCCC(C)C3)CC2)cc(OC)c1O (stereo unspecified)	-0.4%	2.6%	0.0%	0.3%	1%	3%	-9%	-39%	-16%
O=C(/C=C/c1ccc(Cl)c([N+](=O)[O-])c1)Nc1ccc(NC(=O)c2ccco2)cc1	-0.3%	-3.2%	0.2%	-2.1%	-4%	9%	-1%	40%	-41%
COc1cc(Nc2cc(C)nc3nc(C)nn23)cc(OC)c1OC	0.7%	-3.2%	-0.3%	-2.0%	1%	25%	14%	-23%	14%
CCNc1nc(ON=C(C)C)nc(N(C)C)n1	-0.1%	2.0%	-0.2%	0.4%	0%	4%	-1%	23%	-17%
CCc1ccccc1NC(=O)CN(c1ccc(OC)cc1OC)S(=O)(=O)c1ccccc1	-1.7%	-1.9%	-0.1%	-1.2%	-2%	-5%	-12%	-26%[20 µM]	-20%
Cc1c(NC(=O)N2CCCCCC2)c(=O)n(-c2ccccc2)n1C	-0.4%	-1.8%	-0.2%	-0.5%	-4%	12%	-5%	20%	-3%
COc1cccc(OCCSc2nnc3sc4ccccc4n23)c1	-0.4%	-3.3%	-0.1%	-1.4%	5%	-4%	-2%	-9%	-18%
CCOC(=O)c1c(-c2cccs2)csc1NC(=O)CNCCN1CCOCC1	-0.5%	1.1%	0.2%	-1.1%	.	-9%	-21%	-16%	-18%
O=C1C2C3CC(C(Br)C3Br)C2C(=O)N1c1ccccn1 (stereo unspecified)	0.0%	-1.1%	-0.1%	0.3%	3%	-16%	23%	-4%	12%
O=C(O)C1CCCCC1C(=O)Nc1cccc(Cl)c1Cl (stereo unspecified)	0.5%	1.8%	-0.1%	3.0%	-2%	9%	3%	-31%	-24%
CCCCc1cc(=O)oc2cc(C)cc(OC(C)C(=O)NCC3CCC(C(=O)O)CC3)c12 (stereo unspecified)	-0.3%	-2.9%	-0.1%	1.3%	2%	-17%	2%	-10%[20 µM]	-25%
Nc1c(C(=O)N2CCCCCC2)oc2ccccc12	0.5%	5.7%	0.3%	-1.4%	2%	-10%	2%	5%	-27%
COc1ccc(C2=NN(C(=O)c3ccccc3C(=O)O)C(c3ccccc3O)C2)cc1 (stereo unspecified)	-0.5%	-8.8%	0.4%	0.8%	-25%	-18%	5%	7%	-19%
O=C(NC1=NCCS1)c1cccc(S(=O)(=O)N2CCc3ccccc32)c1	-0.7%	11%	0.8%	-2.3%	.	14%	2%	-3%	-13%
COc1cccc(CNC(=O)CCC2CCCN(Cc3ccc(OC(F)F)cc3)C2)c1 (stereo unspecified)	-1.2%	.	-0.1%	-1.1%	.	2%	11%	38%[20 µM]	13%
O=C(c1cccs1)N(c1ccc(F)cc1)C1C=CS(=O)(=O)C1 (stereo unspecified)	0.1%	-5.8%	-0.1%	1.4%	-7%	-17%	3%	-7%	-55%
O=S(=O)(Cc1noc(-c2ccc(Cl)cc2)n1)Cc1ccco1	-0.1%	-0.8%	-0.2%	16%	.	12%	7%	-8%	-14%
O=C(Nc1ccccc1)C(c1ccccc1)c1ccccc1	-1.4%	4.2%	0.3%	-0.8%	-5%	-4%	2%	4%	-15%
CCc1ccc(C2NC(=S)NC3=C2C(=O)N(c2ccccc2OC)C(c2ccc(CC)cc2)N3)cc1 (stereo unspecified)	-0.2%	3.0%	0.2%	-1.3%	-3%	-1%	-10%	24%	22%
Cc1cc(NC(=O)CCCC(=O)NCc2cccs2)no1	-0.4%	-5.6%	-0.2%	-1.0%	3%	4%	-2%	-23%	-5%
O=C1CCCc2c1cc(C(=O)NCc1ccco1)c(=O)n2-c1ccc(Cl)cc1	-0.8%	-0.4%	-0.1%	-1.9%	0%	-6%	4%	22%	-19%
CCOCCCNC(=O)C1CCN(S(=O)(=O)N2CC(C)CC(C)C2)CC1 (stereo unspecified)	0.1%	-2.2%	0.0%	0.9%	-3%	2%	1%	-22%	-2%
